Source: PubChem
Neddylation inh: inhibitors of human cullin neddylation | P61081+Q13564 | TR-FRET cullin neddylation, biochemical | calls only at 25 µM | 360,000 tested, 0.58% active; in the data active = inhibition above about 36%
CendR NRP1 mod: modulators of CendR peptide binding to human neuropilin-1; FAM-RPARPAR peptide binding to NRP-1, fluorescence polarization; inhibition, % at 25 µM; 360,000 tested, 0.85% active;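 active = inhibition or corrected inhibition above about 18%, plus a signal ratio from 0.5 to 1.5, limit read from the data, passing the limit was not always enough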; note: strong numbers were not always called active
Target sequence (O14786 whole entry, looked up): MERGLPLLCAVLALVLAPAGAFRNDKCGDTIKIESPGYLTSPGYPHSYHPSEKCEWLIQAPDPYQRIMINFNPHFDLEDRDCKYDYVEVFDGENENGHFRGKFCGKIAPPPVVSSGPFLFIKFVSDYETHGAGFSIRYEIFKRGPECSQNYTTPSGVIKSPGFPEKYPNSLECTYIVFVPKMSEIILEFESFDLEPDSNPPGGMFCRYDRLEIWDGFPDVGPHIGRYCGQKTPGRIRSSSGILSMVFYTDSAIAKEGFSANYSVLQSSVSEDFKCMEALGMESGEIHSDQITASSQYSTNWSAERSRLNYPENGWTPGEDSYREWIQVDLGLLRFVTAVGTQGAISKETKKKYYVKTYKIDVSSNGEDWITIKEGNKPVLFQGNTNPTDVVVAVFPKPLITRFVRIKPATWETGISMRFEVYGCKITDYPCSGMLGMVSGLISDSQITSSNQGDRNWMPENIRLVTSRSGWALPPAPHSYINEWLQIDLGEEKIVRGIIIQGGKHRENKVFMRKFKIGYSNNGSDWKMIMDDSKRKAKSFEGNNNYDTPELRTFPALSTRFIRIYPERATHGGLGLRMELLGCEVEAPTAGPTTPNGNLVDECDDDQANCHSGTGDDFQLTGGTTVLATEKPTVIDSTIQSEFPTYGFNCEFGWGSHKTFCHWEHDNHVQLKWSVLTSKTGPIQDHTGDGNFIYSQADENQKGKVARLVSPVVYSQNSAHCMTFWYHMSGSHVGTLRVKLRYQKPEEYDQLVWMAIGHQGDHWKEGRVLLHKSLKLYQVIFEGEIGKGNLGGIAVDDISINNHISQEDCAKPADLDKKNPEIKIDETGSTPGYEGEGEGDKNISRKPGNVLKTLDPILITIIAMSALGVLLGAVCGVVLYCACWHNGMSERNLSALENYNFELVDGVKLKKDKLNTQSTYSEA
Rin1 Abl inh: inhibitors of human Rin1-Abl protein interaction; P00519+Q13671; TR-FRET Rin1/Abl binding, biochemical; inhibition, % at 7.35 µM; 360,000 tested, 0.4% active; in the data active = inhibition above about 5%, passing the limit was not always enough
MLLE-PAM2 inh: inhibitors of microRNA-mediated deadenylation, human PABP1 MLLE binding; GST-MLLE / FITC-PAM2 fluorescence polarization; P11940; AID 588489; 360,000 tested, 0.36% active; inhibition, % at 20 µM; in the data active = inhibition above about 35%, passing the limit was not always enough;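 note: plate controls were DMSO wells with GST-MLLE for no effect and wells lacking GST-MLLE protein for full effect; some results filed as inactive read as strong as hits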
bovine MsrA act: bovine methionine sulfoxide reductase A activation | 360,000 tested, 0.3% active | purified bovine MsrA, absorbance read-out | activation, % at 10.6 µM; in the data active = activation above about 7.5%;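 note: 0% = vehicle and 100% = reference activator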
SKN-1 inh: C. elegans SKN-1 inhibition; C. elegans VP596 Pgst-4::GFP/RFP ratio, acrylamide-induced, 24 h; inhibition, % at 21.8 µM; 360,000 tested, 0.49% active;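 active = interference check ratio from 0.5 to 1.5 plus GFP to RFP signal ratio inhibition reaching or exceeding a fixed threshold, cut at about 30% in these data, passing the limit was not always enough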; note: some compounds called inactive have numbers as strong as hits
MT1-MMP act inh: blocks activation of human MT1-MMP | 360,000 tested, 0.061% active | GFP/RFP ratio change, % at 20 µM | HT1080 RFP-PRO-GFP cells, GFP/RFP ratio fluorescence, overnight; percent of plate control window, DMSO zero;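 active = GFP/RFP ratio change of at least 30% with cell ATP level not reduced by more than half and red fluorescence within 50% of control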; note: strong numbers were not always called active
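system = RFP-PRO-GFP reporter HT1080 cells | dosing = 20 µM single dose, 1% DMSO | timing = overnight cell settling, then overnight compound exposure, 37 °C, 5% CO2 | read-out basis = GFP/RFP fluorescence ratio | controls = DMSO and RFP-L50D-GFP cell wells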
E coli Lon inh: inhibitors of E. coli Lon protease; P0A9M0; purified E. coli Lon protease, fluorescence polarization; inhibition, % at 7.94 µM; 360,000 tested, 0.42% active; AID 602123; in the data active = inhibition above about 13%, passing the limit was not always enough;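 note: 0% = enzyme with probe and DMSO and 100% = no enzyme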
FAS TE block: FAS thioesterase (human) inhibition. inhibition, % at 15 µM. 360,000 tested, 0.67% active. AID 602261. P49327. recombinant FAS-TE, OMFH fluorogenic substrate, fluorescence endpoint;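 active = compounds whose normalised, plate-corrected inhibition of enzyme fluorescence in the single-dose primary screen is 50% or more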;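 note: 0% = DMSO with enzyme and 100% = substrate without enzyme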
* marks the source's active call; other numbers are inactive results; i = inactive; · = not tested or not shown; + = active, no number.

SMILES | Neddylation inh | CendR NRP1 mod | Rin1 Abl inh | MLLE-PAM2 inh | bovine MsrA act | SKN-1 inh | MT1-MMP act inh | E coli Lon inh | FAS TE block
COc1ccc(-c2nc3c(Cl)cc(C(F)(F)F)cn3c2Cc2cccc(Cl)c2)cc1OC | i | -17 | · | · | -1 | 5 | -5 | -9 | 30
CC(C)C(=O)Nc1sc2c(c1-c1nc3ccccc3[nH]1)CCCC2 | · | -15 | -2 | -51 | -3 | 8 | -8 | -8 | 0
CCOc1ccc2oc(C(=O)N3CCN(c4ccccc4OCC)CC3)c(C)c2c1 | i | -11 | 4 | 4 | -4 | 12 | 0 | 2 | 21
Cc1cc(C)nc(N2CCCC(C(=O)NC3CCCC3)C2)n1 (centres undefined) | i | 18 | 5 | -9 | -5 | 3 | 3 | -4 | -11
CCOc1ccc(S(=O)(=O)N2CCN(C(=O)c3ccc(-n4cncn4)c([N+](=O)[O-])c3)CC2)cc1 | i | 3 | 1 | 2 | -1 | 3 | 2 | -14 | 5
O=C(Cn1ccc2ccccc2c1=O)NCC(=O)N1CCCCC1 | i | 5 | 2 | 8 | -4 | -2 | 1 | -10 | -5
COC(=O)/C=C(\C)NC(=O)c1cccs1 | i | 1 | -2 | 2 | -13 | -12 | 0 | -10 | -8
O=[N+]([O-])c1ccc(Cl)c(/C=N/N2CCN(C3c4ccccc4-c4ccccc43)CC2)c1 | i | -7 | -2 | 3 | -3 | -3 | 1 | -2 | 15
O=C(CSc1nnc(-c2ccc(Cl)cc2)n1CC1CCCO1)NC1CCS(=O)(=O)C1 (centres undefined) | i | 5 | -1 | 19 | -11 | 3 | -7 | -4 | -6
Clc1ccc(CN2CCN(c3ncccn3)CC2)cc1Cl | i | 8 | 6 | 5 | 2 | 18 | 1 | -11 | 6
COc1ccc(CN(C)C[C@H]2OCc3cnnn3CCCC(=O)N([C@H](C)CO)C[C@@H]2C)cc1 | i | 6 | 0 | -2 | -1 | 0 | -1 | 4 | -7
CC1CCC(CN2CCN=C2N(C)C)CC1 (centres undefined) | i | 2 | 1 | 0 | -1 | 1 | -2 | -4 | -5

Ordered by length of the SMILES (smallest number first): part of the list above.
SMILES | Neddylation inh | CendR NRP1 mod | Rin1 Abl inh | MLLE-PAM2 inh | bovine MsrA act | SKN-1 inh | MT1-MMP act inh | E coli Lon inh | FAS TE block
Cc1cc(C)nc(N2CCCC(C(=O)NC3CCCC3)C2)n1 (centres undefined) | i | 18 | 5 | -9 | -5 | 3 | 3 | -4 | -11
CCOc1ccc2oc(C(=O)N3CCN(c4ccccc4OCC)CC3)c(C)c2c1 | i | -11 | 4 | 4 | -4 | 12 | 0 | 2 | 21
CCOc1ccc(S(=O)(=O)N2CCN(C(=O)c3ccc(-n4cncn4)c([N+](=O)[O-])c3)CC2)cc1 | i | 3 | 1 | 2 | -1 | 3 | 2 | -14 | 5

Continued.
SMILES | Neddylation inh | CendR NRP1 mod | Rin1 Abl inh | MLLE-PAM2 inh | bovine MsrA act | SKN-1 inh | MT1-MMP act inh | E coli Lon inh | FAS TE block
COc1cc(C(=O)OCc2ccc(C)cc2)cc(NC(=O)c2cccs2)c1OC | · | 1 | -1 | 5 | -6 | 5 | -1 | 5 | 23
Cn1c(=O)c2c(nc(Cc3ccccc3)n2C)n(C)c1=O | i | 2 | -1 | 2 | -4 | 12 | -2 | 2 | -1
COc1cccc(C2C(C(N)=O)=C(C)Nc3nc(CCCO)nn32)c1OC (centres undefined) | i | 3 | 3 | 3 | -5 | 9 | 0 | -3 | -3
Fc1ccc(-c2cc(-c3cccs3)cc(-c3ccccc3)n2)cc1 | i | -3 | -5 | 7 | -2 | -5 | 1 | -16 | 36
CCOc1cc(NS(C)(=O)=O)c(OCC)cc1NC(=O)c1cccs1 | i | -9 | -2 | -1 | -7 | -12 | 7 | 3 | -4
O=C(CCNC(=O)Cn1ccc2ccccc2c1=O)NCc1ccc(F)cc1Cl | i | -8 | -2 | 6 | -3 | 3 | 0 | 19 | 0
CC1CC(C)CN(S(=O)(=O)N2CCCC(C(=O)NCc3ccccc3Cl)C2)C1 (centres undefined) | i | 1 | 4 | -3 | -7 | 10 | -4 | -1 | 7
O=C(O)c1ccccc1-c1ccccc1C(=O)NNc1ccc([N+](=O)[O-])cc1 | i | -6 | 3 | -1 | -3 | -1 | 5 | 2 | -3
CC(C)OC(=O)CCCN1C(=O)c2ccc(N)cc2C1=O | i | 10 | 0 | 9 | -7 | -20 | -1 | -6 | -7
COc1ccc(C(C)(O)c2nc(-c3cccc(NC(C)=O)c3)cs2)cc1 (centres undefined) | i | -3 | -3 | -3 | 8 | 5 | 0 | -9 | -1
Cc1nnc(NC(=O)c2ccc(S(=O)(=O)N3CC(C)CC(C)C3)cc2)o1 (centres undefined) | i | -4 | -1 | -3 | -3 | 7 | -4 | 2 | -10
COc1cc(NS(=O)(=O)c2csc(C(N)=O)c2)cc(OC)c1 | i | 3 | 4 | -7 | -7 | -1 | -1 | 3 | -1

11 structures already listed, arranged by count of non-hydrogen atoms, rising:
SMILES | Neddylation inh | CendR NRP1 mod | Rin1 Abl inh | MLLE-PAM2 inh | bovine MsrA act | SKN-1 inh | MT1-MMP act inh | E coli Lon inh | FAS TE block
CC1CCC(CN2CCN=C2N(C)C)CC1 (centres undefined) | i | 2 | 1 | 0 | -1 | 1 | -2 | -4 | -5
Clc1ccc(CN2CCN(c3ncccn3)CC2)cc1Cl | i | 8 | 6 | 5 | 2 | 18 | 1 | -11 | 6
COc1cc(NS(=O)(=O)c2csc(C(N)=O)c2)cc(OC)c1 | i | 3 | 4 | -7 | -7 | -1 | -1 | 3 | -1
Fc1ccc(-c2cc(-c3cccs3)cc(-c3ccccc3)n2)cc1 | i | -3 | -5 | 7 | -2 | -5 | 1 | -16 | 36
CCOc1cc(NS(C)(=O)=O)c(OCC)cc1NC(=O)c1cccs1 | i | -9 | -2 | -1 | -7 | -12 | 7 | 3 | -4
COc1ccc(C(C)(O)c2nc(-c3cccc(NC(C)=O)c3)cs2)cc1 (centres undefined) | i | -3 | -3 | -3 | 8 | 5 | 0 | -9 | -1
COc1cccc(C2C(C(N)=O)=C(C)Nc3nc(CCCO)nn32)c1OC (centres undefined) | i | 3 | 3 | 3 | -5 | 9 | 0 | -3 | -3
O=C(O)c1ccccc1-c1ccccc1C(=O)NNc1ccc([N+](=O)[O-])cc1 | i | -6 | 3 | -1 | -3 | -1 | 5 | 2 | -3
COc1cc(C(=O)OCc2ccc(C)cc2)cc(NC(=O)c2cccs2)c1OC | · | 1 | -1 | 5 | -6 | 5 | -1 | 5 | 23
O=C(CSc1nnc(-c2ccc(Cl)cc2)n1CC1CCCO1)NC1CCS(=O)(=O)C1 (centres undefined) | i | 5 | -1 | 19 | -11 | 3 | -7 | -4 | -6
COc1ccc(CN(C)C[C@H]2OCc3cnnn3CCCC(=O)N([C@H](C)CO)C[C@@H]2C)cc1 | i | 6 | 0 | -2 | -1 | 0 | -1 | 4 | -7

New compounds follow
SMILES | Neddylation inh | CendR NRP1 mod | Rin1 Abl inh | MLLE-PAM2 inh | bovine MsrA act | SKN-1 inh | MT1-MMP act inh | E coli Lon inh | FAS TE block
CCCCC(C(=O)O)C(C)CC(=O)Nc1cccc(C(=O)O)c1 (centres undefined) | i | 13 | 2 | -10 | 0 | 14 | -1 | 3 | -5
COc1ccc(NC(=O)c2ccc(S(=O)(=O)N3CCOCC3)cc2)c(OC)c1 | i | -4 | -6 | 18 | -1 | -7 | 3 | -4 | -4
CCCCCCCCCC[n+]1cccc(C(=O)N(CC)CC)c1 | i | 2 | -2 | 1 | -9 | 6 | -3 | 7 | -3
COc1cc(/C=N/NC(=O)C(Cc2c[nH]c3ccccc23)NC(=O)OCc2ccccc2)cc([N+](=O)[O-])c1O (centres undefined) | i | 18 | -6 | 3 | -7 | 3 | 12 | 0 | 75*
COCCn1nnnc1C(c1cc2cc(OC)c(OC)cc2[nH]c1=O)N1CCN(c2ccc(O)cc2)CC1 (centres undefined) | + | 2 | 5 | -1 | -9 | 12 | -2 | 1 | 0
CCn1c(=O)c(C(=O)NNC(=O)c2ccccc2F)c(O)c2ccccc21 | · | -3 | 3 | -1 | -13 | -1 | 0 | 10 | -6
COc1ccc(C2(C)NC(=O)N(CC(=O)NC3CCCC3)C2=O)cc1OC (centres undefined) | i | -21 | 0 | 1 | -6 | 1 | -6 | 3 | -5
CCCC(=O)Nc1ccccc1N1CCN(C(=O)c2ccccc2)CC1 | i | -5 | 4 | -6 | 0 | 13 | 2 | 3 | -1
CC(C)CNC(=S)N(Cc1ccco1)Cc1cc2cc3c(cc2[nH]c1=O)OCCO3 | i | -11 | -3 | -114 | -3 | 11 | -9 | -8 | 4
Cc1ccccc1N=C/C=C1\N(C)c2ccccc2C1(C)C | i | -10 | -3 | 4 | -8 | 16 | 56* | -12 | -28
Cc1cccc(-n2ncc3c2CCCC3NC(=O)CCc2ccncc2)c1C (centres undefined) | i | 5 | -4 | 1 | -3 | 12 | 0 | 2 | -4
CCN(CC)CCN(C(=O)c1ccc(S(=O)(=O)N2CCOCC2)cc1)c1nc2cc3c(cc2s1)OCCO3 | i | 8 | -1 | -1 | -2 | 7 | 2 | 3 | 15
CN(Cc1ccc(F)cc1)C(=O)C(Cc1ccccc1)NC(=O)c1ccccc1 (centres undefined) | i | -5 | -4 | 14 | -1 | 5 | -10 | 6 | 6
C/C(N)=C(/C#N)C(=O)COC(=O)c1cc(-c2cccc(Br)c2)nc2ccccc12 | i | -2 | -2 | -7 | 0 | 1 | -5 | 1 | 40
COc1ccc(OCC(=O)Nc2c3c(nn2-c2ccc(OC)cc2)CS(=O)(=O)C3)cc1 | i | 5 | 0 | 15 | -8 | 3 | -1 | -2 | -2
COc1ccc(NS(=O)(=O)c2ccc(N3CCCC3)c(N)c2)cc1 | i | 7 | 4 | -2 | -1 | 25 | -1 | -3 | 2
Cc1ccc(Nc2nnc(SC/C(O)=C(\C#N)c3nc4ccccc4[nH]3)s2)c(C)c1 | i | -60 | 3 | -54 | 1 | 11 | -25 | -24 | 0
Cc1ccc(NC(=S)NC(=O)c2ccc(F)cc2)cc1S(=O)(=O)Nc1cccc(Cl)c1 | i | -2 | 2 | 35 | -7 | 9 | -2 | 2 | 37
CCOC(=O)c1cnc(-n2[nH]c(C)c(Cc3ccccc3)c2=O)[nH]c1=O | i | -5 | 3 | -4 | -4 | 5 | 6 | 3 | 1
COc1ccc2noc3c2c1C(=O)c1ccccc1-3 | i | 133 | -19 | i | -1 | -48 | -26 | + | -140
CC(SC1=Nc2ccccc2C2CC=NN12)C(=O)NC1(C#N)CCCCC1 (centres undefined) | i | 8 | -1 | 41* | -7 | -21 | 6 | 2 | 5
Cc1ccccc1OCC(=O)Nc1cc(S(=O)(=O)N2CCOCC2)ccc1N1CCCC1 | i | -10 | 2 | 1 | -2 | 5 | -1 | -9 | 12
COc1cc(-c2cc(C(F)(F)F)n3ncc(C(=O)O)c3n2)cc(OC)c1OC | i | 12 | 6 | 5 | -10 | -30 | 5 | 6 | -14
CN(C)CCN1C(=O)C(=O)/C(=C(/O)c2ccccc2)C1c1ccccc1F (centres undefined) | i | -2 | -1 | -5 | -2 | 2 | 0 | -8 | -7
